Tb PFK inh = inhibitors of T. brucei phosphofructokinase. O15648. T. brucei PFK, ADP-Glo luminescence. Potency, µM (top dose mostly 57.5 µM), for inactives: top-dose activity, negative = inhibition, most hits filed as inhibitors. 330,000 compounds, 0.17% hits;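 also: potency is read from the fitted curve at half-maximal effect; 0% = uninhibited 1x PFK enzyme wells and -100% = no-enzyme wells; nearly all actives have a fitted effect of over 60% in size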
Target sequence (O15648 whole entry, looked up): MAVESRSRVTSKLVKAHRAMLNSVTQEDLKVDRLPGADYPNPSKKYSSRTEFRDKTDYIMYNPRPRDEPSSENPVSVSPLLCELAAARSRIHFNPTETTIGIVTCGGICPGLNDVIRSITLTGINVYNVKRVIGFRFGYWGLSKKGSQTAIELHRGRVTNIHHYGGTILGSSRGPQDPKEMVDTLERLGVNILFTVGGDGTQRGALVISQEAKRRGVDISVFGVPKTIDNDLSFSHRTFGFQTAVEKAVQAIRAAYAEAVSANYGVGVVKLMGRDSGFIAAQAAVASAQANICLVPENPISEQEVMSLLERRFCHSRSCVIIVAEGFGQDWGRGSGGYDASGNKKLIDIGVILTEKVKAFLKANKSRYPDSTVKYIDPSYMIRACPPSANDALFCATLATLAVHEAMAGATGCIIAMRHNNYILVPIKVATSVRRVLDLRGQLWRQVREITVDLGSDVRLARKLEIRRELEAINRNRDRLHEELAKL
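In TEA buffer at pH 8.0 with 5 mM MgCl2, enzyme (1.25 nM) converted F6P (0.5 mM) and ATP (0.1 mM) for 45 min at room temperature. ADP product was read by luciferase luminescence.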
ELG1 genotox = genotoxicity induction in ELG1-luciferase HEK293T cells | 330,000 compounds, 1.3% hits | Potency, µM (series often up to 46 µM), for the others: at the top dose activity change, positive = activation, hits mostly activators | HEK293T ELG1-luciferase reporter, luminescence, 16 h; also: potency is read from the fitted curve at half-maximal effect; % of control where 0% means no effect; nearly all actives have a fitted effect of over 60% in size
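ELG1-luciferase HEK293T cells, 2,000/well; compound pinned in; 16 hr, 37 °C, 5% CO2; ONE-Glo, 30 min RT; luminescence on CCD imager.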
TRPV1 ag = agonists of human vanilloid receptor 1 (TRPV1); Q8NER1; TRPV1-expressing cells, Fluo-8 calcium influx, agonist mode; activation, % at 8.33 µM; 320,000 compounds, 0.19% hits; AID 540275; in the data active = activation above about 80%; inconclusive = between about 30% and that limit; also: 0% is about no effect
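Cells expressing TRPV1 were dye-loaded with Fluo-8 and read kinetically: 10 s baseline, 3 min after compound (agonist portion), then 2 min after EC20 capsaicin (allosteric enhancer portion). Calcium-bound dye fluorescence at 480/520 nm.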
FLuc counter = counter-screen for miR-21 project: firefly luciferase inhibitors or activators; P08659; purified FLuc, Km substrates, luminescence inhibition; Potency, µM (series often up to 57.5 µM), inactives show top-dose activity change, negative = inhibition, hits mostly inhibitors; 360,000 compounds, 6.9% hits; AID 588342;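 also: potency is read from the fitted curve at half-maximal effect; plate controls were vehicle for no effect and reference inhibitor for full effect; nearly all actives have a fitted effect of over 55% in size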
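Purified P. pyralis luciferase (10nM final) with 10uM D-luciferin and 10uM ATP (Km levels) in 50mM Tris acetate pH 7.5, 10mM Mg acetate, 0.01% Tween-20, 0.05% BSA; qHTS 6-point titration, ~60 µM downward; luminescence read.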
RORg inh = inhibitors of mouse ROR gamma transcriptional activity. Drosophila S2 Gal4-RORgamma UAS-luciferase reporter, 20 h. Potency, µM (doses to about 53.6 µM), for the others: at the highest dose activity change, negative = inhibition, hits mostly inhibitors. 310,000 compounds, 5.4% hits. AID 2551; also: potency is read from the fitted curve at half-maximal effect; % is scaled to controls: 0 for no effect and ±100 for the full control effect; nearly all actives have a fitted effect of over 60% in size
Target sequence (P51450 whole entry, looked up, the tested form may be a part): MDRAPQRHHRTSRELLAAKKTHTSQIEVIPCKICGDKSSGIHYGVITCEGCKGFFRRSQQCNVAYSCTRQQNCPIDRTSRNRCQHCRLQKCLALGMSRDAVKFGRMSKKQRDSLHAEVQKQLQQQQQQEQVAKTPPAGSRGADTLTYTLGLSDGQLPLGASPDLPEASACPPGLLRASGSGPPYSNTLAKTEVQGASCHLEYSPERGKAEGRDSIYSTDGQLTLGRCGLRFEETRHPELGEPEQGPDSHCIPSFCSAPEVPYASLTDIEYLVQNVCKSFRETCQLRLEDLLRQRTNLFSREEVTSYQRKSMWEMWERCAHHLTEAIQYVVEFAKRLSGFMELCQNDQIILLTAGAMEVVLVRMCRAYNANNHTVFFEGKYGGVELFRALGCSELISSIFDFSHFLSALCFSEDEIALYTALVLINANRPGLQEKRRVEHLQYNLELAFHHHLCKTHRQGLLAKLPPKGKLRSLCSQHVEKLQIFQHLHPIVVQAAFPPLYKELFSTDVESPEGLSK
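Read-out: Photinus luciferase luminescence; inhibitors lower reporter signal. Insect Schneider cells with Gal4-ROR gamma fusion under metallothionein promoter, UAS reporter; 700 uM final copper sulfate induction, 20 hr, ambient temperature.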
NPC1 promoter act = activators of NPC1 promoter; Huh7 NPC1 promoter luciferase reporter, 24 h; Potency, µM (series often up to 9.22 µM), inactives show at the highest dose activation, usual class: activators; 320,000 compounds, 2.4% hits; AID 485313;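 also: potency is read from the fitted curve at half-maximal effect; % of control where 0% means no effect; nearly all actives have a fitted effect of over 60% in size; reporter is driven by a mutant NPC1 promoter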
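Compounds in DMSO were transferred onto Huh7 NPC1-luciferase reporter cells pre-incubated 2 h; after 24 h at 37 °C, Amplite reagent was dispensed and luminescence recorded 10 min later.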
BRCA1 expr act = increases BRCA1 expression | 380,000 compounds, 1.1% hits | Potency, µM (doses to about 46.1 µM), for the others: at the top dose activation, usual class: activators | MCF7-BRCA1-FFLuc reporter, luminescence, 48 h; response scale: scaled: vehicle 0%, 10 µM genistein 100%; also: potency is read from the fitted curve at half-maximal effect; nearly all actives have a fitted effect of over 80% in size; some results filed as inactive show a strong effect at the top dose
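First, MCF7-BRCA1-FFLuc cells (2000/well) attach for 2 h; next, compounds are pin-added and incubated 48 h at 37 °C; finally, luciferase reagent is added and luminescence read after 15 min.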
ELG1 DNA repair = inhibitors of ELG1-dependent DNA repair in HEK293T cells. HEK293T ELG1-luciferase reporter, luminescence, 16 h; DNA damage induced by 5-fluorouridine. Potency, µM (top dose mostly 46.1 µM), for the others: at the highest dose activity change, negative = inhibition, actives largely listed as inhibitors. 330,000 compounds, 2.3% hits; also: potency is read from the fitted curve at half-maximal effect; % is scaled to controls: 0 for no effect and ±100 for the full control effect; nearly all actives have a fitted effect of over 55% in size
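DMSO vehicle served as the neutral condition. Each well held 2,000 cells given 5-fluorouridine plus compound; after 16 hr at 37 °C/5% CO2, ONE-Glo was added and luciferase measured 30 min later.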
p53 reactivator = mutant p53 re-activation in reporter cells; Potency, µM (highest dose often 92.2 µM), for the others: top-dose activity change, positive = activation, most hits filed as activators; 320,000 compounds, 0.063% hits; H1299 p53-A138V BP100-luciferase reporter, luminescence, 24 h; also: potency is read from the fitted curve at half-maximal effect; % of control where 0% means no effect; nearly all actives have a fitted effect of over 45% in size
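H1299 (p53-null), stable ts p53-A138V + BP100-Luc; 1000 cells/well, Opti-MEM/10% FBS; cpd 4 pt, 1:5; 24 h, 37 deg C, 5% CO2; detection reagent 10 min RT; luminescence.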
Gal4-VP16 FLuc = counter-screen for ROR gamma inhibitors: Gal4-VP16 reporter. 310,000 compounds, 3.5% hits. AID 2546. Potency, µM (top dose mostly 53.6 µM), for the others: at the highest dose activity, negative = inhibition, most hits filed as inhibitors. Drosophila S2 Gal4-VP16 UAS-luciferase, luminescence, 20 h;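 also: Gal4-VP16 expression switched on by copper sulfate through the metallothionein promoter; potency is read from the fitted curve at half-maximal effect; % is scaled to controls: 0 for no effect and ±100 for the full control effect; nearly all actives have a fitted effect of over 50% in size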
Rab9 prom act = Rab9 promoter activation; Huh7 Rab9 promoter-luciferase reporter, luminescence, 24 h; Potency, µM (top dose mostly 9.22 µM), for inactives: top-dose activation, negative = inhibition, usual class: activators; 320,000 compounds, 2.8% hits; AID 485297; also: potency is read from the fitted curve at half-maximal effect; % of control where 0% means no effect; nearly all actives have a fitted effect of over 60% in size
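Huh7 reporter line, Rab9 promoter upstream of luciferase. Compound exposure 24 h at 37 °C in reduced-serum medium with 10% FBS. Read-out: luminescence.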
The depositor's hits bear a star; u = inconclusive; x = no result given; [ ] = dose if it differs, or a comment. Unless noted, calls follow the shape of the dose curve; as a rule, active = well fitted curve in the direction sought with a large enough effect; inconclusive = small, poorly fitted or top-dose-only effect, or another doubt; inactive = no such curve, though single readings can be large; an effect the other way counts as inactive or inconclusive.

SMILES	Tb PFK inh	ELG1 genotox	TRPV1 ag	FLuc counter	RORg inh	NPC1 promoter act	BRCA1 expr act	ELG1 DNA repair	p53 reactivator	Gal4-VP16 FLuc	Rab9 prom act
COc1ccc2[nH]c(C(=O)NCCCN3CCCC3=O)c(C)c2c1	-0.4%	9.6%	3.9	-15.1%	33.0%	-0.1%	3.1%	u	12.2%	16.1%	8.5%
CNC[C@@H](C)NC[C@@H](Cc1ccccc1)NCCc1ccccc1	0.1%	u	2.6	0.7%	-37.2%	-1.0%	-42.2%	6.5%	x	1.4%	2.6%
N#CC(Sc1ccccn1)c1ccc(Cl)cc1 (centres undefined)	-11.7%	-3.4%	u	-17.1%	-19.9%	-2.3%	-5.8%	u	1.7%	0.0%	16.2%
O=c1oc2ccc(Cl)cc2cc1-c1nnc(Nc2cccc(C(F)(F)F)c2)s1	-3.3%	-1.4%	-0.9	u	-9.2%	-1.8%	-3.7%	1.1%	11.6%	1.1%	-2.0%
O=C1CC(NS(=O)(=O)c2cccnc2)CN1c1ccc(F)cc1 (centres undefined)	-1.9%	0.1%	3.6	6.7%	x	-5.5%	8.9%	-1.0%	-2.4%	x	-7.8%
COc1cc(NC(=O)CN2c3cccc4cccc(c34)S2(=O)=O)cc(OC)c1OC	8.2%	11.0%	-5.5	-5.9%	-75.2%	-1.1%	-40.8%	-26.1%	-13.2%	u	-11.2%
O=S(=O)(Cc1ccccc1)NCC1CCCN(Cc2cccc3nonc23)C1 (centres undefined)	-5.7%	-3.6%	12.1	-2.3%	3.4%	-2.8%	-9.8%	-4.1%	-1.4%	7.7%	-2.3%
COCCN(C(=O)c1cc(OC)c(OC)c(OC)c1)c1c(N)n(Cc2ccccc2)c(=O)[nH]c1=O	0.1%	1.1%	-6.0	-2.5%	10.5%	-5.7%	31.0%	10.7%	4.7%	10.2%	0.3%
NC(=O)c1ccccc1NS(=O)(=O)Cc1ccccc1	-1.6%	-1.9%	-2.5	0.6%	23.9%	-1.0%	16.4%	5.7%	7.5%	-6.7%	0.0%
COc1ccc(CC(=O)Nc2ccc(NC(=O)c3ccc(Br)cc3)cc2)cc1OC	-0.4%	3.6%	-0.9	-5.2%	6.6%[1.91 µM]	-1.1%	-4.7%	5.4%	u	-11.1%	5.4%
O=C1C2C3C=CC(C3)C2C(=O)N1CC1CCCO1 (centres undefined)	-1.8%	-0.2%	-10.4	3.3%	0.2%	-0.7%	3.3%	11.3%	8.1%	1.3%	-5.1%
CCCCN(C)CC(O)Cn1cc(/C=C/C(=O)c2ccc(C)cc2)c2ccccc21 (centres undefined)	4.1%	-7.9%	5.3	u	u	-3.9%	-69.2%	-4.7%	-3.1%	u	-7.0%
O=C(O)COc1ccc(/C=N/NC(=O)c2ccccc2Br)cc1	0.5%	-0.1%	3.0	-5.6%	3.1%	-3.0%	0.0%	8.5%	1.8%	-10.5%	-3.2%
COc1cccc(C(=O)Nc2cccc(C(=O)N3CCOCC3)c2)c1	0.2%	7.7%	0.1	-17.4%	35.4%	10.4%	37.2%	13.0%	3.1%	15.6%	-1.1%
COc1ccc(N(CC(O)CN2CCOCC2)S(=O)(=O)c2ccc(C)cc2)cc1 (centres undefined)	0.0%	1.1%	-1.5	1.8%	12.7%	-0.5%	6.3%	-3.5%	-1.9%	2.1%	1.9%
O=C(Nc1cccc([N+](=O)[O-])c1)NC1CCS(=O)(=O)C1 (centres undefined)	-1.8%	-1.3%	-1.6	4.9%	32.3%	-5.9%	-19.0%	-4.8%	-2.1%	-3.7%	-1.9%
Cc1ccc(N2CCN(C(=O)NC3CCCCC3)CC2C)cc1 (centres undefined)	-4.2%	-1.1%	u	-13.4%	41.4%	-1.7%	11.4%	-4.5%	0.7%	-3.9%	19.2%
C[C@H](CO)N1C[C@H](C)[C@@H](CN(C)Cc2ccc(Cl)c(Cl)c2)Oc2c(NC(=O)C3CCOCC3)cccc2C1=O	-1.7%	-4.6%	x	x	x	x	0.0%	u	-2.9%	x	x
CCN(CC1CCCN(CCc2cccc(F)c2)C1)C(=O)c1cc(C)oc1C (centres undefined)	-0.5%	-4.3%	4.1	4.5%	5.6%	-0.5%	-23.4%	5.6%	14.1%	6.7%	0.1%
c1ccc(-c2csc3ncnc(NCCCN4CCOCC4)c23)cc1	-0.2%	-3.3%	13.2	6.9%	8.0%	-5.8%	-25.8%	u	-11.9%	-20.4%	-4.3%
O=C(NCc1ccccc1F)c1cc(=O)[nH]c2ccccc12	0.0%	-1.1%	-0.8	-1.6%	4.2%	-2.1%	-4.4%	-3.3%	-7.3%	6.4%	-4.4%
Cc1cc(Cl)ccc1NC(=O)CN1CCC(C(O)(c2ccccc2)c2ccccc2)CC1	-4.3%	-5.1%	-0.7	8.4%	-4.2%	-5.4%	28.4%	-18.3%	-5.0%	5.7%	-27.4%
Cc1onc(-c2c(Cl)cccc2Cl)c1NC(=O)NN(C)C	-5.0%	-1.0%	-0.8	0.9%	-1.4%	-2.5%	-7.8%	0.0%	1.9%	6.5%	-2.0%
N#C/C(=C/c1ccc(N2CCCCC2)o1)C(=O)Nc1ccc2ccccc2c1	-0.4%	-0.3%	u	3.38µM*	u	5.7%	40.5%	-0.8%	26.0%	1.0%	6.3%
O=C(COC(=O)C1CCC1)NCc1ccc(F)cc1	-2.5%	-5.0%	5.3	4.2%	x	-4.3%	-11.9%	1.7%	0.4%	x	4.4%
CCN1CCN(C(=O)C(=O)c2cn(CC(=O)N3CCCC3)c3ccccc23)CC1	1.0%	1.2%	0.0	3.2%	-12.5%	0.1%	0.5%	u	4.0%	-11.9%	-1.6%
CCN1C(=O)[C@H]2[C@@H](c3ccc(-c4ccc(OC)cc4)cc3)N[C@@](C)(C(=O)OC)[C@H]2C1=O	-9.5%	-1.3%	-1.7	u	x	-4.8%	-9.5%	2.2%	-12.3%	x	-4.3%
CCOC(=O)C1=C(CNCCc2ccc(Cl)cc2)NC(=O)NC1c1ccc2c(c1)OCO2 (centres undefined)	-8.5%	-14.4%	x	0.2%	20.0%	-6.4%	-52.2%	u	-31.8%[inhibitor]	-5.8%	-12.1%
CN1CCN(C(=O)c2cc3sccc3n2CC(=O)c2ccccc2)CC1	-0.5%	-4.4%	-3.2	7.3%	-1.4%	-0.5%	0.9%	1.5%	9.4%	-6.4%	4.1%
CCOc1ccc2[nH]c(=O)c(C(c3nnnn3CC3CCCO3)N3CCc4ccccc4C3)cc2c1 (centres undefined)	3.7%	-1.3%	1.2	-2.0%	13.5%	-1.3%	-20.1%	-29.9%	-3.2%	-1.7%	-4.5%
COc1ccc(C(=O)c2c(N)sc3c2CCN(C(=O)OC(C)(C)C)C3)cc1	1.0%	-13.6%	5.8	1.3%	4.4%	2.0%	7.6%	23.1µM*	-3.6%	8.0%	-4.8%
COC(=O)c1c(NC(=O)CN2CCN(S(=O)(=O)c3ccccc3[N+](=O)[O-])CC2)sc2c1CCC(C)C2 (centres undefined)	2.2%	-7.4%	2.4	6.2%	17.4%	-9.1%	-22.5%	u	2.8%	-0.5%	-6.1%
COc1ccc2c(=O)c3c(=O)n(Cc4ccco4)c(C(C)C)nc3oc2c1	-41.2%	-1.4%	-0.4	-2.1%	u	-0.2%	-19.6%	-2.4%	12.8%	-6.6%	0.1%

Compound profiles (already shown):
CN1CCN(C(=O)c2cc3sccc3n2CC(=O)c2ccccc2)CC1 in the list: Tb PFK inh: -0.5%; ELG1 genotox: -4.4%; TRPV1 ag: -3.2; FLuc counter: 7.3%; RORg inh: -1.4%; NPC1 promoter act: -0.5%; BRCA1 expr act: 0.9%; ELG1 DNA repair: 1.5%; p53 reactivator: 9.4%; Gal4-VP16 FLuc: -6.4%; Rab9 prom act: 4.1%
COc1ccc2c(=O)c3c(=O)n(Cc4ccco4)c(C(C)C)nc3oc2c1 in the list: Tb PFK inh: -41.2%; ELG1 genotox: -1.4%; TRPV1 ag: -0.4; FLuc counter: -2.1%; RORg inh: u; NPC1 promoter act: -0.2%; BRCA1 expr act: -19.6%; ELG1 DNA repair: -2.4%; p53 reactivator: 12.8%; Gal4-VP16 FLuc: -6.6%; Rab9 prom act: 0.1%

High-throughput results deposited in PubChem by National Center for Advancing Translational Sciences (NCATS).
